Screens (PubChem)
DRD3 antagonist – antagonists of human D3 dopamine receptor; D3R cells, DiscoveRx beta-arrestin luminescence, antagonist mode; hits give low values; max response, negative = inhibition, %; actives 2.5% (n = 360,000); in the data active means max response below about -50%; inconclusive means no clear call, values can overlap the other calls; further: on the % scale 0 is the no-effect control and ±100 the full control effect; mostly tested at two doses, the higher about 12 µM
Target sequence (P35462 whole entry, looked up): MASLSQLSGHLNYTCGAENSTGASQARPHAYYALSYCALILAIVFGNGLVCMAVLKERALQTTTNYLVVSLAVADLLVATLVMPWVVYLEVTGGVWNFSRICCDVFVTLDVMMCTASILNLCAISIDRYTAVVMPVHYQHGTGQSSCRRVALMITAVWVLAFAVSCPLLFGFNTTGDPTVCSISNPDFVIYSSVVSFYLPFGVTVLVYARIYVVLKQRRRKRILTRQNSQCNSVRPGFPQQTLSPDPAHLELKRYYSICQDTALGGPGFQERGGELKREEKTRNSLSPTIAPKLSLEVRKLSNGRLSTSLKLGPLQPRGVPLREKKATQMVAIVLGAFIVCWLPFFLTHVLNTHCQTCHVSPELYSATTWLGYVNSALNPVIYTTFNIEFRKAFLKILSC
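Cells plated overnight at 1500 cells/well, then exposed to library compounds with dopamine controls for 90 minutes at 37 degrees C. DiscoveRx reagent added for 30–60 minutes at room temperature; luminescence read, quantitative HTS format.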
FUS suppressor – FUS proteinopathy suppression in yeast | S. cerevisiae FUS-expressing, growth rescue, OD600, 24 h | Potency, µM (doses to about 76.6 µM), inactives show at the top dose growth rescue (activation), most hits filed as activators | actives 0.24% (n = 390,000) | AID 1347120;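 further: potency means the concentration at half of the fitted maximal effect; plate controls were DMSO vehicle for no effect and reference control for full effect; nearly all actives have a fitted effect of over 55% in size; some results filed as inactive show a strong effect at the top dose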
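Cultures pregrown in 2.5% raffinose medium are shifted to minimal medium containing 2% galactose to express toxic FUS. Compounds are tested at several concentrations. After 24hr at 30C, growth is quantified at 600 nm absorbance.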
GLP-1R inv ag – acts as inverse agonist at human GLP-1 receptor; P43220; HEK293 GLP-1R CRE-luciferase, luminescence, 24 h; GLP-1R form is constitutively active; Potency, µM (doses to about 38.3 µM), without a hit: at the top dose activity change, negative = inhibition, hits mostly inhibitors; actives 1.6% (n = 410,000); AID 624417; further: potency means the concentration at half of the fitted maximal effect; on the % scale 0 is the no-effect control and ±100 the full control effect; nearly all actives have a fitted effect of over 55% in size
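Seeding at 200 cells/uL, 12 h culture, 24 hr compound treatment, then luciferase reagent and a luminescence read; cells are HEK293 stably expressing a constitutively active GLP-1R plus cAMP-responsive luciferase.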
PTHR1 ag – PTHR1 (human) receptor agonism | HEK293 GP2 PTHR1 cells, GloSensor cAMP luminescence, 1 h | Potency, µM (highest dose often 115 µM), for inactives: at the top dose activation, actives largely listed as activators | actives 0.075% (n = 410,000) | AID 743266 | Q03431; further: potency means the concentration at half of the fitted maximal effect; nearly all actives have a fitted effect of over 55% in size; some results filed as inactive show a strong effect at the top dose; inactives centre near -15; many of its hits are not listed in these tables
Target sequence (Q03431 whole entry, looked up): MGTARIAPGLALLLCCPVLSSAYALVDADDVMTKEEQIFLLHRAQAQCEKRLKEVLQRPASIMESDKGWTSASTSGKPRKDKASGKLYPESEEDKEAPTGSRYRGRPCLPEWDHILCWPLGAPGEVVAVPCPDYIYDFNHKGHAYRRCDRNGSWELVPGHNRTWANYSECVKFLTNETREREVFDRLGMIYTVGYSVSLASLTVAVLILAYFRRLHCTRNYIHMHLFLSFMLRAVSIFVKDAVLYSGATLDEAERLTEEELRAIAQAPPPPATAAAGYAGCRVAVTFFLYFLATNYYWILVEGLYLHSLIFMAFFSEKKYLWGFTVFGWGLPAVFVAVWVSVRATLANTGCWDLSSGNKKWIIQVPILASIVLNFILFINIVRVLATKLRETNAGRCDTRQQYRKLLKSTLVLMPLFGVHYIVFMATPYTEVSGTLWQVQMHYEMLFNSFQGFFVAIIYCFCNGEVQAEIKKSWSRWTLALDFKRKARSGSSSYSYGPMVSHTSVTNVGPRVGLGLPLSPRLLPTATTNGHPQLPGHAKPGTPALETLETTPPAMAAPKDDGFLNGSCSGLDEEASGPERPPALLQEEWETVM
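HEK-293-derived GP2 cells expressing PTHR1 and a GloSensor cAMP reporter, 3,000/well, plated overnight, given luciferin plus IBMX (each 0.5 mM as added) for 1 h at 37 °C, then compound for 1 h at 37 °C. Luminescence was read after 15 min at room temperature.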
TDP43 rescue – inhibitors of TDP-43 toxicity in yeast; AID 652104; actives 1.8% (n = 410,000); Potency, µM (doses to about 46.1 µM), without a hit: top-dose growth rescue (activation), actives largely listed as activators; TDP-43 expressing yeast growth rescue, BacTiter-Glo, 24 h; further: potency means the concentration at half of the fitted maximal effect; % of control where 0% means no effect; nearly all actives have a fitted effect of over 50% in size
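Readout is BacTiter-Glo luminescence of cell growth, so inhibitors register as activators. TDP-43-expressing yeast at OD600=0.02 in galactose medium, after raffinose pregrowth to mid-log, were incubated with compound for 24 hr at 30 deg C.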
aSyn yeast inh – alpha-synuclein toxicity inhibition in yeast; Yeast expressing alpha-synuclein, growth rescue, BacTiter-Glo, 24 h; Potency, µM (doses to about 46.1 µM), without a hit: at the highest dose growth rescue (activation), actives largely listed as activators; actives 0.14% (n = 370,000); AID 652106; further: potency means the concentration at half of the fitted maximal effect; % of control where 0% means no effect; nearly all actives have a fitted effect of over 65% in size
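Galactose-induced alpha-syn yeast (OD600=0.02, raffinose-pregrown) + pinned cpd, 24 hr, 30 deg C; growth by BacTiter-Glo luminescence. Growth restoration scores as activation.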
Abeta rescue – restores growth of yeast expressing A-beta42 peptide; Potency, µM (top dose mostly 46.1 µM), inactives show top-dose growth rescue, actives largely listed as activators; yeast expressing A-beta42, growth rescue, OD600, 48 h; response scale: 0% DMSO, 100% iron-clioquinol control; actives 0.063% (n = 410,000); further: potency means the concentration at half of the fitted maximal effect; nearly all actives have a fitted effect of over 55% in size
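Growth rescue measured by 600 nm absorbance after 48 h yeast culture at 30 C with compound. Values normalized between DMSO and an equimolar ferric chloride plus clioquinol control.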
pAkt inh – inhibitors of Akt phosphorylation. activity change, % for hits at 50 µM. Neuro2A IGF-stimulated pAkt S473 HTRF, 20 min; hits give low values. AID 651550. actives 0.32% (n = 360,000); in the data active means activity change below about -80%; inconclusive means mostly about -51% to -80%; further: on the % scale 0 is the no-effect control and ±100 the full control effect
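Neuro2A cells in DMEM with 0.5% FBS, overnight at 37 deg C, given compound at single 50 µM final, then IGF (6 nM final) for 20 min at 37 deg C. Lysed; phospho-Akt Ser473 by HTRF after 24 h, 665/615 ratio.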
GLP1R ag – activates the human GLP-1 receptor; HEK293 GLP-1R CRE-luciferase, luminescence, 4-6 h; cells express a hypersensitive GLP-1R form; Potency, µM (top dose mostly 45.6 µM), without a hit: top-dose activation, actives largely listed as activators; P43220; AID 624172; actives 0.007% (n = 380,000); further: potency means the concentration at half of the fitted maximal effect; % of control where 0% means no effect
* = called active by the depositor; i = inactive; ? = inconclusive; . = no result given; & = joins results of further samples; [ ] = dose if it differs, or a comment. Unless noted, the call rests on the fitted dose curve; in most records, active means well fitted curve in the direction sought with a large enough effect; inconclusive means small, poorly fitted or top-dose-only effect, or another doubt; inactive means no such curve, though single readings can be large; an effect the other way counts as inactive or inconclusive.

SMILES | DRD3 antagonist | FUS suppressor | GLP-1R inv ag | PTHR1 ag | TDP43 rescue | aSyn yeast inh | Abeta rescue | pAkt inh | GLP1R ag
O=C(CN1CC=C(c2ccccc2)CC1)NC(=O)NCc1ccco1 | ? | 37% | 11% | i | 3% | 2% | -4% | i | -8%
Cc1cc(OCC(=O)NCc2cccnc2)c2c3c(c(=O)oc2c1)CCCC3 | 31 | 18% | 58%[activator] | i | 4% | 0% | -9% | i | 17%
N#CCCn1cc(C(=O)NCc2ccccc2)c(-c2ccccc2)n1 | 10 | 24% | -51% | i | -8% | 0% | -7% | i | 6%
CN1CCc2nc(SCC(=O)OC(C)(C)C)c(C#N)cc2C1 | 15 | 21% | 46%[activator] | i | 2% | 6% | 21% | i | -4%
COC(=O)C1=C(c2ccc(OCc3ccccc3)cc2)C[C@@H]2CC[C@H]1N2C(=O)NCCCc1ccccc1 | -51* | -12% | -4% | i | 17% | 7% | -2% | i | -4%
CCOP(=O)(OCC)C(NC(=O)c1ccc(C)cc1)=C(Cl)Cl | 3 | -11% | 1% | i | -15% | 17% | -5% | i | 7%
Fc1ccc(NC2=NCCS2)cc1Cl | 4 | -8% | -20% | i | -11% | -1% | -11% | i | 18%
CCOc1ccc(CN(CCc2ccc3c(c2)OCO3)Cc2cccc(Br)c2)cc1 | . | 22% | ? | i | -13% | . | -29% | . | .
CCc1ccccc1NC(=O)c1sc2nc3c(cc2c1N)CN(Cc1ccccc1)CC3 | . | 40% | ? | -33%[inhibitor] | 21% | . | -5% | . | .
Cc1sc2ncn(CC(=O)NCC(=O)N3CCC4(CC3)OCCO4)c(=O)c2c1C | -2 | -15% | 2% | i | 14% | 5% | 8% | i | -5%
Cc1ccc(S(=O)(=O)Oc2ccccc2C=C2C(=O)N(C)C(=O)N(C)C2=O)cc1 | -13 | 14% | ? | -11% | -43%[inhibitor] | -1% | 19% | i | -10%
Nc1c([N+](=O)[O-])cc(F)c(N2CCNCC2)c1Br | 5 | 19% | 27% | -19% | 15% | 9% | 8% | i | 2%
c1ccc2c(CN3CCN(C4CCCCC4)CC3)c[nH]c2c1 | -67* | 41% | ? | 12%[57.5 µM] | 19% | 6% | ? | i | -1%
COC(=O)C1=C(c2ccc3ccccc3c2)C[C@@H]2CC[C@H]1N2C(=O)N1CCCCC1 | -20 | ? | -6% | -7% | 20µM* | 0% | -15% | i | 14%
COc1cc(N2CCOCC2)ccc1C=C1C(=O)NC(=O)NC1=O | -12 | 40% | -4% | ? | -6% | -5% | -14% | i | 1%
CC(Cc1ccccc1)NCC(=O)Nc1cc(N(C)C)nc2ccccc12 (centres undefined) | 7 | 15% | ? | -7% | 2% | 6% | -26% | i | 9%
COc1ccc(CCNC(C)CCc2ccc(OC)cc2)cc1 (centres undefined) | -52* | -9% | -25% | i | -9% | -2% | -5% | i | 0%
CCN(CC)P(=O)(Oc1cccc(C)c1)N(CC)CC | 7 | 22% | ? | i | 0% | 8% | 8% | i | 1%
CC(C)Nc1ccc(Nc2ccccc2)cc1 | -30 | 44% | ? | -15% | 12% | -22% | -11% | i | -22%&-3%
O=C(c1ccc(Cl)cc1)C1CCCN(Cc2cccc3cnccc23)C1 (centres undefined) | 1 | 0% | ? | -44%[inhibitor] | 2% | -1% | 10% | i | 6%
CC1(CCO)C(=O)NC(=S)NC1=O | 0 | . | 21% | -12% | -7% | 0% | 0% | i | 0%
COc1ccc2sc(-c3ccccc3OC)c(-c3ccc(OCCN4CCOCC4)cc3)c2c1 | -20 | ? | ? | -14% | 8% | -25% | -8% | i | 14%
Cc1ccc(C(=O)C2C(=O)c3ccccc3C2=O)cc1 | -27 | 5% | 8% | i | -44%[inhibitor] | -4% | -31%[inhibitor] | i | -3%
CCC(=O)c1cn(Cc2ccc(C#N)cc2)c2ccccc12 | 6 | 9% | ? | i | ? | 7% | ? | i | 9%
CCC(=O)Nc1ccccc1 | 15 | -18% | 12% | -7% | ? | 2% | 2% | i | 6%
CCCCCCOc1ccc(CN2CCN(CCO)CC2)cc1 | -29 | 11% | 2.5µM* | 0% | -43%[inhibitor] | 15% | 5% | i | -5%
CCC(CO)(C(=O)OC1CC2CCC(C1)N2C)c1ccccc1 (centres undefined) | -5 | -19% | -14% | i | 6% | -6% | -3% | i | -3%
O=c1ccc2cc(OC3O[C@H](CO)[C@@H](O)[C@H](O)[C@H]3O)c(O)cc2o1 (some centres undefined) | -21 | -30% | 10% | 20% | 3% | -6% | -20% | i | 1%
CCCNC(=O)c1cc2c(c(-c3cccc(-c4cc5ccccc5o4)c3)n1)[C@H](CCO)N(C(=O)NC(C)C)C2 | 17 | ? | ? | -27% | 16% | 10% | -2% | i | -5%
COC(=O)C1=C(c2cccc(OCc3ccccc3)c2)C[C@@H]2CC[C@H]1N2C(=O)NCc1ccc(Cl)cc1 | -52* | ? | 13% | -35%[inhibitor] | ? | -5% | 16% | i | 6%
CC1=CC(C)CC(C)OC(=O)CC(c2ccc(O)cc2)NC(=O)C(Cc2c(Br)[nH]c3ccccc23)N(C)C(=O)C(C)NC(=O)C(C)C1 (centres undefined) | 20 | . | ? | i | -20% | ? | -46%[inhibitor] | i | -17%
CCOP(=O)(C#Cc1ccccc1)C(O)c1ccc(Br)cc1 (centres undefined) | -5 | 3% | ? | -7% | 10% | 3% | ? | i | 3%
Cc1ccc(S(=O)(=O)N2CCCC2c2cccnc2)cc1 (centres undefined) | -20 | -1% | 1% | i | -16% | -10% | -5% | i | -1%
COc1cc(CN=C(C)c2c(O)n(C)c(=O)n(C)c2=O)cc(OC)c1 | 18 | 4% | 5% | -26% | 16% | 13% | 1% | i | 1%
N#Cc1ncc(N=Cc2ccc(N(CCCl)CCCl)cc2)s1 | -17 | 3% | ? | i | ? | 8% | -7% | i | -1%
NCC(O)c1cc(O)c(O)cc1F (centres undefined) | 22 | -32% | -15% | i | ? | -10%&-1% | -18% | i | 18%
CC(C)CCn1c(N)c(C(=O)OCC2CCCO2)c2nc3ccccc3nc21 (centres undefined) | 18 | 33% | 4µM* | -25%[57.5 µM] | -2% | -6% | 5% | i | 0%
CCCCNC(=S)N1CCn2cccc2C1c1cccnc1 (centres undefined) | 8 | 16% | 2%[0.307 µM] | -16% | 12% | 14% | 21% | i | 1%
C#C[C@]1(O)CCC2C3CCC4=C/C(=N/OCC(=O)NC(C)C(=O)NC(CCSC)C(=O)O)CC[C@]4(C)C3CC[C@@]21C (some centres undefined) | -18 | 9% | 28% | -13% | -11% | -4% | -9% | i | -6%
CN1CN=C(N[N+](=O)[O-])N(Cc2ccco2)C1 | 5 | . | 10% | -13% | 0% | 1% | 0% | i | -18%
O=C(Nc1ncccc1O)c1ccc(S(=O)(=O)NCc2ccco2)cc1 | 11 | -10% | 46%[activator] | i | 17% | 2% | -9% | i | 9%
COCCCNP1(=O)OCC(C)([N+](=O)[O-])CO1 (centres undefined) | 8 | . | 17% | i | -5% | -4% | -7% | i | 1%
O=c1[nH]c(=S)n(-c2ccccc2Cl)c(O)c1C=NCCN1CCNCC1 | 3 | 12% | -2% | -22% | 0% | 1% | -2% | i | -4%
COC1CCCCC1NCCc1ccccc1 (centres undefined) | -15 | -3% | -29% | i | -1% | -3% | 10% | i | 6%
Cc1nc2ccccn2c1P(=S)(c1ccccc1)c1ccccc1 | . | 20% | . | -4% | . | . | -1% | . | -2%
Nc1c(C(=O)NCc2ccco2)c2nc3ccccc3nc2n1CCN1CCCCC1 | 1 | ? | ? | i | -8% | 0% | -4% | i | 0%
CNC(=O)N(C)c1nnc(C(C)(C)C)s1 | 12 | 7% | -1% | -15%[57.5 µM] | -11% | 1% | 2% | i | -5%
FC(F)(F)c1ccccc1CNCCc1c[nH]c2ccccc12 | -4 | -21% | ? | -6% | 13% | -1% | 19% | i | -4%
C[C@]12C[C@@H](O)[C@H](O)CC1=CCC1C2CC[C@@]2(C)C1CC[C@@H]2O (some centres undefined) | -3 | -4% | 22% | 26% | -22% | 15% | -3% | i | 8%
O=C(N/N=C/c1c(O)n(CCc2ccc(F)cc2)c(=O)[nH]c1=O)c1ccncc1 | ? | 31% | 12% | -2% | 11% | -5% | -27% | i | 1%

Random excerpt: 4 records from the list.
SMILES | DRD3 antagonist | FUS suppressor | GLP-1R inv ag | PTHR1 ag | TDP43 rescue | aSyn yeast inh | Abeta rescue | pAkt inh | GLP1R ag
Nc1c(C(=O)NCc2ccco2)c2nc3ccccc3nc2n1CCN1CCCCC1 | 1 | ? | ? | i | -8% | 0% | -4% | i | 0%
Cc1nc2ccccn2c1P(=S)(c1ccccc1)c1ccccc1 | . | 20% | . | -4% | . | . | -1% | . | -2%
FC(F)(F)c1ccccc1CNCCc1c[nH]c2ccccc12 | -4 | -21% | ? | -6% | 13% | -1% | 19% | i | -4%
O=C(Nc1ncccc1O)c1ccc(S(=O)(=O)NCc2ccco2)cc1 | 11 | -10% | 46%[activator] | i | 17% | 2% | -9% | i | 9%

(further entries)
SMILES | DRD3 antagonist | FUS suppressor | GLP-1R inv ag | PTHR1 ag | TDP43 rescue | aSyn yeast inh | Abeta rescue | pAkt inh | GLP1R ag
O=C(CSC1c2ccccc2-c2ccccc21)N/N=C/c1ccccc1C(=O)O | 10 | 1% | -2%[7.66 µM] | i | 7%[9.22 µM] | 0% | 1% | i | 9%
CCOc1ccc(CC2(CCc3ccncc3)C(=O)NC(=O)NC2=O)cc1 | -23 | 13% | -3% | -2% | 0% | 8% | -6% | i | 1%
CCCCN1CCS(=O)(=O)N(Cc2ccccc2Br)CC(C(=O)OC)C1 (centres undefined) | 6 | 15% | ? | -7% | -19% | 12% | -13% | i | 10%
N#CC1c2ccccc2-n2nncc2CN1S(=O)(=O)c1ccccc1 (centres undefined) | -10 | -30% | 19% | i | 16% | -3% | 1% | i | -4%

The list is partial; count on the stated rates, not on these rows.
